APE1 inh: qHTS Assay for Inhibitors of the Human Apurinic/apyrimidinic Endonuclease 1 (APE1); 0.35% of 350,000 active; Potency, µM (highest dose often 65.8 µM), without a hit: top-dose activity change, negative = inhibition, hits mostly inhibitors; DNA repair nuclease/redox regulator APEX1 (Homo sapiens), P27695; recombinant APE1, TAMRA/BHQ-2 abasic DNA cleavage fluorescence;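 further: plate controls were vehicle for no effect and reference inhibitor for full effect; nearly all actives have a fitted effect of over 55% in size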
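APE1 at 0.75 nM final was preincubated with compound 15 min at room temperature, then 50 nM double-stranded THF abasic-site substrate (5'-TAMRA/3'-BHQ-2) was added. Fluorescence (ex 525/em 598 nm) was read kinetically; third-minus-first read gave activity.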
G9a inh: qHTS Assay for Inhibitors of Histone Lysine Methyltransferase G9a. Histone-lysine N-methyltransferase EHMT2 (Homo sapiens), Q96KQ7. G9a H3K9 monomethylation, AlphaScreen, 2 h. Potency, µM (doses to about 102 µM), without a hit: at the highest dose activity, negative = inhibition, hits mostly inhibitors. 8.8% of 350,000 active. AID 504332, 2011; further: on the % scale 0 is the no-effect control and ±100 the full control effect; nearly all actives have a fitted effect of over 75% in size
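Chemiluminescent proximity detection of H3K9 monomethylation, read after 10 min bead incubation in the dark. Reaction: 20 nM G9a, 500 nM biotin-H3K9 peptide, 20 uM SAM cofactor, 2 h, room temperature, following 15 min enzyme-compound preincubation.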
Pol eta inh: qHTS for Inhibitors of Polymerase Eta; DNA polymerase eta (Homo sapiens), Q9Y253; recombinant Pol eta, fluorescent DNA replication assay; Potency, µM (titrated, usually from 114 µM), without a hit: top-dose activity change, negative = inhibition, actives largely listed as inhibitors; 1.2% of 390,000 active; further: on the % scale 0 is the no-effect control and ±100 the full control effect
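Pol eta at 10 nM preincubated with compounds 15 min at room temperature; reaction started with fluorescent substrate (50 nM final) and read kinetically at 0 and 10 min.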
POLK inh: qHTS for Inhibitors of Polymerase Kappa; purified Pol kappa, fluorescent DNA synthesis assay, 10 min; 0.53% of 400,000 active; AID 588579, 2011; DNA polymerase kappa (Homo sapiens), Q9UBT6; Potency, µM (doses to about 107 µM), for the others: at the highest dose activity, negative = inhibition, usual class: inhibitors; further: on the % scale 0 is the no-effect control and ±100 the full control effect
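Kinetic fluorescence screen: compound preincubated 15 min RT with 10 nM enzyme; 50 nM substrate (final) initiates; reads at 0/10 min.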
Pol beta inh: qHTS Assay for Inhibitors of DNA Polymerase Beta | Pol beta primer extension/strand displacement, fluorescence kinetic | 1.3% of 340,000 active | P06746 | Potency, µM (highest dose often 114 µM), without a hit: top-dose activity change, negative = inhibition, actives largely listed as inhibitors; further: on the % scale 0 is the no-effect control and ±100 the full control effect
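Human Pol beta at 10 nM; strand-displacement substrate 50 nM final. Compound exposure 15 min at room temperature before start, reaction 10 min at room temperature.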
POLI inh: qHTS for Inhibitors of Polymerase Iota | DNA polymerase iota (Homo sapiens), Q9UNA4 | Pol iota fluorescent replication assay, 10 min | Potency, µM (titrated, usually from 115 µM), inactives show at the top dose activity, negative = inhibition, most hits filed as inhibitors | 1% of 390,000 active | AID 588590, 2011
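Fluorescent replication assay read twice, at 0 min and 10 min after adding 50 nM (final) substrate. Enzyme (10 nM) and compounds were first incubated 15 min at room temperature; enzyme-free buffer wells were negative controls.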
JMJD2A Tudor: qHTS Assay for Inhibitors of JMJD2A-Tudor Domain. Lysine-specific demethylase 4A (Homo sapiens), O75164. AlphaScreen JMJD2A-Tudor / H3K4me3 peptide binding. Potency, µM (doses to about 114 µM), for inactives: at the top dose activity change, negative = inhibition, hits mostly inhibitors. 4.4% of 390,000 active; further: on the % scale 0 is the no-effect control and ±100 the full control effect; nearly all actives have a fitted effect of over 50% in size
BAZ2B block: qHTS Assay for Inhibitors of BAZ2B. Bromodomain adjacent to zinc finger domain protein 2B (Homo sapiens), Q9UIF8. 4.4% of 360,000 active. Potency, µM (doses to about 114 µM), for inactives: top-dose activity change, negative = inhibition, hits mostly inhibitors. AlphaScreen BAZ2B-H3K14Ac peptide displacement. AID 504333, 2011; further: on the % scale 0 is the no-effect control and ±100 the full control effect; nearly all actives have a fitted effect of over 60% in size
Target sequence (Q9UIF8 whole entry, looked up, the tested form may be a part): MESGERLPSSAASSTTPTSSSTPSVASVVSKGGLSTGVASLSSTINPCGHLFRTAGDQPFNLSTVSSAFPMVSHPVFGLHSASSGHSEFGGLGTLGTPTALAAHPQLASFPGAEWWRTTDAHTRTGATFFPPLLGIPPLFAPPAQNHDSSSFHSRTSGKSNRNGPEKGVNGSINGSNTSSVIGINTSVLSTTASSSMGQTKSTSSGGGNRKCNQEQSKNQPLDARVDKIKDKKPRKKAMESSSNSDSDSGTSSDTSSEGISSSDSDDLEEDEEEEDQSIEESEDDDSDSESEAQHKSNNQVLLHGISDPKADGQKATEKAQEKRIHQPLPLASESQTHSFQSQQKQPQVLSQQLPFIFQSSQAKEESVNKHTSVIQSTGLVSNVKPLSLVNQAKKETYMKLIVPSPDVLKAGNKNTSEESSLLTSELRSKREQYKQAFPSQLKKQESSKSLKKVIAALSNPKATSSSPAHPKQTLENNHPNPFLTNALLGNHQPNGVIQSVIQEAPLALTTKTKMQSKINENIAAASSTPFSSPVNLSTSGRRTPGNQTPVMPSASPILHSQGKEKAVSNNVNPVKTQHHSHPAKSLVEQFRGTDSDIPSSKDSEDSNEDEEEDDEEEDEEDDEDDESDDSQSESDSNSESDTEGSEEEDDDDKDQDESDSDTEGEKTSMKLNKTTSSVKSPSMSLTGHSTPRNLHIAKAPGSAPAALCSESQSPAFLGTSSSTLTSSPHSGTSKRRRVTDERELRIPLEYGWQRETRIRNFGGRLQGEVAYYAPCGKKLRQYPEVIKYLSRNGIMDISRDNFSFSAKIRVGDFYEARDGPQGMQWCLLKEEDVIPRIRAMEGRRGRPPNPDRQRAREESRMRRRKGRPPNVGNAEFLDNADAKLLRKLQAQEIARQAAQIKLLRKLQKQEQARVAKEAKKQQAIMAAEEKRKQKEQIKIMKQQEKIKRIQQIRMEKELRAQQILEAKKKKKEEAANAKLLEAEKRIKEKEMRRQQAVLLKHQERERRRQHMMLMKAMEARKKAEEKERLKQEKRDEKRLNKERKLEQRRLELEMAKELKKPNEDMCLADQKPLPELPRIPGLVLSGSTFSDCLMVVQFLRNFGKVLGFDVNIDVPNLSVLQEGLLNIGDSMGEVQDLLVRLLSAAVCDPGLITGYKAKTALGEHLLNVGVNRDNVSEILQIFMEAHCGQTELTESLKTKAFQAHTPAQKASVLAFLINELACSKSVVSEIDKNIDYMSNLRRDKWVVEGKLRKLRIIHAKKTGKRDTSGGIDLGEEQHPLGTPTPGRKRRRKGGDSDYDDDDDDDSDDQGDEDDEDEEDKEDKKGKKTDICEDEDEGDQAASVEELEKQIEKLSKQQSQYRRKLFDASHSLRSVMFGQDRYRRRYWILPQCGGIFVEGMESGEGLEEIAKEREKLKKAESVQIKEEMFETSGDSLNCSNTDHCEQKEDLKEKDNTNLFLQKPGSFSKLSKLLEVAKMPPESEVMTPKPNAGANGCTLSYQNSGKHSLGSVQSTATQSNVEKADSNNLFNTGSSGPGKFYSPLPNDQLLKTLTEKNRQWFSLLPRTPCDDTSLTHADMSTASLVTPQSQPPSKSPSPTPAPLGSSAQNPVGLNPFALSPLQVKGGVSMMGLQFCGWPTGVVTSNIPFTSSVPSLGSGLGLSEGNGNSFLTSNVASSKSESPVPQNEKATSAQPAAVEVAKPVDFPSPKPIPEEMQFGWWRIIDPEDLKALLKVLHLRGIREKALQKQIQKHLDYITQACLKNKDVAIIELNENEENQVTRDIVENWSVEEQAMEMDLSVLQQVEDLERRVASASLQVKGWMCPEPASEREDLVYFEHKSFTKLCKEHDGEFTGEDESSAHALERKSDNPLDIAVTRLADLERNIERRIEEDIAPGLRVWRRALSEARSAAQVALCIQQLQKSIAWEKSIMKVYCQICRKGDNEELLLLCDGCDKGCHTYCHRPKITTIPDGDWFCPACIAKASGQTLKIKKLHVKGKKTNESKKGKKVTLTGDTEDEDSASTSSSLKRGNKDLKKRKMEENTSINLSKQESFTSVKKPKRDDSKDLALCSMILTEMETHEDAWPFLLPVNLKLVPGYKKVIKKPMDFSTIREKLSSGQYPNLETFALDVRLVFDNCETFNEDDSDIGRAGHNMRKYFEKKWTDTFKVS
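Multi-concentration screen (max 110 uM) measuring displacement of acetylated histone H3 peptide from BAZ2B by AlphaScreen, using 50 nM protein, 50 nM peptide and 10 ug/mL streptavidin donor plus Ni-chelate acceptor beads.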
BLM helicase inh: qHTS Assay for Inhibitors of Bloom's syndrome helicase (BLM). recombinant BLM DNA unwinding, fluorescence dequenching. AID 2528, 2010. RecQ-like DNA helicase BLM (Homo sapiens), P54132. 0.2% of 350,000 active. Potency, µM (top dose mostly 56.1 µM), without a hit: at the highest dose activity change, negative = inhibition, usual class: inhibitors;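 further: plate controls were vehicle for no effect and no enzyme for full effect; nearly all actives have a fitted effect of over 35% in size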
* = called active by the depositor; ? = inconclusive; · = no result given; & = joins results of further samples; ! = a repeat was not active; [ ] = remark or other dose. The call rests on the fitted dose curve; in most records, active means well fitted curve in the direction sought with a large enough effect; inconclusive means small, poorly fitted or top-dose-only effect, or another doubt; inactive means no such curve, though single readings can be large; an effect the other way counts as inactive or inconclusive. Potency means the concentration at half of the fitted maximal effect. Only part of the results is shown (hit frequency here may not be typical).

SMILES | APE1 inh | G9a inh | Pol eta inh | POLK inh | Pol beta inh | POLI inh | JMJD2A Tudor | BAZ2B block | BLM helicase inh
Cc1cc(C(=O)COC(=O)c2cccs2)c(C)n1-c1c(C)n(C)n(-c2ccccc2)c1=O | -1.2% | ? | -6.6% | -2.1% | 1.9% | -21.3% | -32.3%[57.1 µM] | 2.7% | -1.4%
CCCc1cc(=O)n2[nH]c(SCc3ccccc3)nc2n1 | -2.8% | -45.8%[12.7 µM] | -14.4% | -4.0% | -12.9% | -9.1% | -6.8% | -37.1% | -2.3%
O=c1oc(-c2ccco2)nc2c1cnn2-c1ccccc1 | -5.2% | -11.4% | 1.6% | -11.4% | 11.2% | 2.7% | 2.3% | 8.0% | -2.3%
O=C(C[n+]1cc(-c2ccc(Cl)cc2)n2c1CCC2)N1c2ccccc2Sc2ccccc21 | 5.2% | ? | -25.2% | -12.4% | 9.5% | 6.7% | -16.2% | -5.3% | -3.1%
CC(NC(=O)COC(=O)Cc1ccsc1)c1ccccc1 (configuration not stated) | -2.6% | -3.7% | -20.9% | -4.1% | 10.9% | 11.6% | -17.7%[57.1 µM] | 6.5% | 3.9%
COC(=O)C(Cc1ccc(O)cc1)NC(=O)C(CC(=O)OC(C)(C)C)NC(=O)OC(C)(C)C (configuration not stated) | -10.8% | -49.9% | 0.5% | -7.7% | 27.7% | 45.6%[activator] | -8.1% | 5.2% | -0.8%
COc1ccc(NC(=O)c2cc(-c3ccncc3)nc3ccc(Br)cc23)cc1OC | 44.9% | 10.8% | -17.0% | -0.5% | 7.7% | 13.3% | -18.2% | -25.1% | -2.1%
COc1ccc(Cn2c(SCc3ccc(C(=O)NC4CCCCC4)cc3)nc3ccncc32)cc1 | · | -20.0%[59 µM] | 6.1% | 7.4% | 4.3% | -7.3% | -21.1% | -35.8% | -3.2%
CC(=O)NC1CCC(C(=O)O)(c2ccccc2)C1 (configuration not stated) | -3.5% | -26.1%[12.7 µM] | -13.4% | -2.1% | -25.8% | 11.1% | -1.3% | -29.0% | 0.4%
COC(=O)/C=C/c1ccc2c(c1)OCO2 | -2.4% | 11.2% | -11.6% | -5.9% | 20.7% | 10.1% | -7.8% | 0.2% | 0.4%
Cc1cc2oc(=O)cc(CN(C)Cc3ccccc3F)c2cc1Cl | 5.4% | -3.3% | -19.6% | -3.5% | -11.6% | -7.7% | 49.7%[activator] | 21.6% | -6.6%
Cc1nc2cc(-c3cccc(F)c3)nn2c(C)c1CCC(=O)N1CCN(c2ccccn2)CC1 | -3.7% | -10.5%[59 µM] | -1.5% | -4.7% | 3.9% | -1.0% | -7.1% | -0.1% | -3.1%
COc1ccccc1N1CC(C(=O)Nc2ccc(S(=O)(=O)N3CCCC3)cc2)CC1=O (configuration not stated) | -9.4% | · | -5.7% | -2.2% | · | ? | -16.8% | · | ·
Oc1ccc2ccccc2c1CNc1ccc2ccccc2c1 | · | · | -13.1% | -25.1% | · | 7.9% | 31.6µM* | · | ·
COc1ccc(OC)c(NC(=O)CCNS(=O)(=O)c2ccc3[nH]c(=O)oc3c2)c1 | 13.0% | -5.0% | ? | -32.8% | 2.7% | -1.2% | -7.6% | -24.5% | -1.8%
Cc1ccc(S(=O)(=O)N(CC(=O)NCc2ccco2)C2CCCCC2)cc1 | 8.6% | ? | 0.1% | -8.0% | 16.7% | 8.8% | -23.3% | -34.0% | 4.9%
COC(=O)C(CCSC)NC(=O)C(NC(=O)C1CCC(C)CC1)C(C)C (configuration not stated) | 4.4% | 22.9%[2.33 µM] | -10.0% | 0.2% | 31.7% | -6.2% | 2.5% | 2.9% | 1.2%
CCOc1cc(/C=N/NC(=O)CN(CCc2ccccc2)S(=O)(=O)c2ccc(NC(C)=O)cc2)ccc1O | -0.5% | -8.6%[59 µM] | -15.3% | -6.5% | 6.8% | 106.3%[activator] | -17.1% | ? | -5.4%
O=C(c1cc2cc([N+](=O)[O-])ccc2oc1=O)n1cccn1 | -1.0% | 44.7µM* | 31.6µM* | 79.4µM* | 31.6µM* | ? | -20.5% | -13.8% | -0.3%
Cc1cc(NC(=O)COC(=O)COc2ccc3c(c2)CCC3)no1 | -8.5% | 11.6% | -9.0% | -6.7% | 33.3% | 2.7% | 17.3%[57.1 µM] | 0.0% | -1.5%
C/C(=N\NC(=O)c1ccc(F)cc1)c1cccc(NC(=O)c2cccc(F)c2)c1 | -4.5% | 8.3% | -12.2% | 11.9% | 13.2% | -2.5% | 1.1% | -1.3% | -2.2%
CCOC(=O)C1CCCN(S(=O)(=O)c2ccc(F)c(C(=O)Nc3ccc(F)c(F)c3)c2)C1 (configuration not stated) | 1.5% | -0.3%[59 µM] | -5.4%&-2.6% | -13.7%[60.1 µM] | 64.5%&9.3% | ? | -2.8%&-8.3% | -6.2%&-5.7% | -10.1%&-2.0%
Nc1nc(-c2ccccc2)nc(-c2ccccc2O)n1 | · | · | ? | -11.2% | · | 0.5% | -20.5%[57.1 µM] | · | ·
NC(=O)c1ccnc2c(O)cccc12 | 17.6%&7.0% | -30.8%[0.501 µM] | -16.0% | 2.8% | · | ? | 22.4µM* | 1.78µM* | ·
COc1cc(NC(=O)COc2c(C)cc(C)cc2[N+](=O)[O-])c(OC)cc1Cl | 2.8% | 21.5%[59 µM] | -9.6% | -15.2% | 2.8% | 0.8% | -21.1% | -34.6% | -2.3%
CC(O)c1nc2ccc(Cc3ccc4nc(C(C)O)[nH]c4c3)cc2[nH]1 (configuration not stated) | -1.2% | -12.7%[59 µM] | 0.2% | -5.6% | 20.5% | -4.3% | -14.3% | 14.0% | 0.2%
COCCOC(=O)c1[nH]c2c(c1C)C(=O)CC(c1ccc(N(C)C)cc1)C2 (configuration not stated) | -1.8% | ? | ? | -27.4% | 0.5% | 18.0% | ? | ? | -10.4%
COc1cccc(-c2ccc3ncnc(NCc4cccs4)c3c2)c1 | 14.3%&0.0%&1.3% | 1.5%[12.7 µM] | -6.9% | -7.3% | · | ? | -28.8% | -31.1%&-7.3% | 0.9%
CC(C)(C)c1ccc(CN2N=Nc3ccccc3S2(=O)=O)cc1 | -11.6% | -23.9%[0.0925 µM] | -9.9% | 5.5% | 6.9% | 5.4% | -11.6% | -11.2% | -28.4%
Cc1nc(-c2ccc(NC(=O)C(C)(C)C)cc2)c(-c2ccccc2)o1 | 11.0% | -5.8% | -19.2% | -1.7% | 1.5% | 72.0%[activator] | 4.4% | -12.2% | -0.1%
Cc1nn(-c2ccccc2)c(C)c1-c1nnc(C(F)(F)F)o1 | 15.8% | 16.3% | -3.7% | 13.1% | 2.6% | -12.5% | -4.7% | 11.9% | -5.3%
CC1(C)CC(=O)C2=C(C1)Nc1cc3c(cc1C2c1ccc2c(c1)OCO2)OCO3 (configuration not stated) | -5.5% | 39.8µM* | -9.0% | 8.0% | 3.7% | -26.8% | ? | ? | -14.2%
CCCCOc1c(C(=O)Nc2ccccc2)nnn1-c1ccccc1 | -5.8% | ? | -7.5% | -11.1% | ? | -20.6% | -3.4% | -0.9% | -12.0%
COc1cc(OC)cc(C(=O)NC(=S)Nc2ccc3[nH]c(=O)[nH]c3c2)c1 | 8.2% | 6.4% | -15.2% | -7.9% | -0.3% | 138.5%[activator] | -26.3% | 9.5% | -0.2%
COc1ccc(Cl)cc1CNCCSc1nnnn1C | · | 18.0%[59 µM] | -16.6% | -6.2% | -29.6% | -2.5% | 5.2% | -1.4% | 0.0%
O=C(c1cccs1)c1cn(CCOc2ccccc2Cl)c2ccccc12 | · | 0.6%[59 µM] | -6.9% | -11.5% | ? | 12.9% | -4.8% | -0.2% | -7.3%

Record cards (already shown). Order of values: APE1 inh | G9a inh | Pol eta inh | POLK inh | Pol beta inh | POLI inh | JMJD2A Tudor | BAZ2B block | BLM helicase inh
`Cc1cc2oc(=O)cc(CN(C)Cc3ccccc3F)c2cc1Cl` across the screens: 5.4% | -3.3% | -19.6% | -3.5% | -11.6% | -7.7% | 49.7%[activator] | 21.6% | -6.6%
`Cc1ccc(S(=O)(=O)N(CC(=O)NCc2ccco2)C2CCCCC2)cc1` across the screens: 8.6% | ? | 0.1% | -8.0% | 16.7% | 8.8% | -23.3% | -34.0% | 4.9%
`CC(=O)NC1CCC(C(=O)O)(c2ccccc2)C1` (configuration not stated) across the screens: -3.5% | -26.1%[12.7 µM] | -13.4% | -2.1% | -25.8% | 11.1% | -1.3% | -29.0% | 0.4%

(more compounds)
SMILES | APE1 inh | G9a inh | Pol eta inh | POLK inh | Pol beta inh | POLI inh | JMJD2A Tudor | BAZ2B block | BLM helicase inh
COc1cc2c(cc1OC)C(C)N(CC(=O)Nc1ccc(C)c(S(=O)(=O)N3CCOCC3)c1)CC2 (configuration not stated) | -2.8% | -7.9% | -21.1% | 0.8% | 13.3% | 13.6% | 23.7% | ? | -4.4%
COc1ccccc1OCC(O)CO (configuration not stated) | -6.3% | -8.9%[2.33 µM] | -1.2% | -11.0%[60.1 µM] | 1.9% | -10.7% | -2.8% | -11.9% | -7.5%&-6.9%
Cc1ccc(S(=O)(=O)NCc2ccc(C(=O)NCCc3cccc(C)c3)cc2)cc1 | · | -25.0%[59 µM] | -17.5% | -15.0%[60.1 µM] | -2.3% | 2.2% | -3.5% | 4.2% | -2.2%
O=C(COC(=O)C1CCC1)Nc1ccc(Oc2ccccc2)cc1 | -5.7% | 1.0%[59 µM] | -13.7% | -27.4% | 1.0% | 9.7% | 14.8% | 3.0% | -6.7%
CC(=O)c1cccc(S(=O)(=O)N2CCn3cccc3C2C)c1 (configuration not stated) | -4.7% | ? | -13.8% | -1.4% | · | -51.4% | -28.1% | -25.2% | ·
[N-]=[N+]=Nc1ccc(C(=O)CSC[C@H](NC(=O)CC[C@H](N)C(=O)O)C(=O)NCC(=O)O)cc1 | ? | 31.6µM*! | ? | ? | ? | 28.2µM* | · | · | ·

High-throughput results from PubChem.
